Cdc25B block: inhibitors of Cdc25B phosphatase catalytic domain, primary screen, biochemical, OMFP fluorescence. inhibition, %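 (compounds tested at 10 µM final in the well)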. recombinant Cdc25B, OMFP fluorescence Ex485/Em525. M-phase inducer phosphatase 2 (Homo sapiens), P30305. 65,000 tested, 0.1% active; in the data active means inhibition above about 50%
PKA inh: inhibitors of human PKA kinase activity, primary screen, biochemical, ATP-depletion luminescence, Kemptide substrate. AID 524, 2006. PKA Kemptide phosphorylation, Kinase-Glo ATP luminescence. inhibition, % at 6 µM. 65,000 tested, 0.1% active;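 active means inhibition above the screen-wide mean inhibition plus 3 SD, cut at about 21% in these data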; further: many of its hits are not listed in these tables
JNK3 blocker: JNK3 kinase activity inhibitors, primary screen, biochemical, human, purified enzyme; 60,000 tested, 0.61% active; inhibition, % at 8 µM; HTS; in the data active means inhibition above about 17%;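 further: 0% = DMSO and 100% = reference inhibitor; many of its hits are not listed in these tables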
Abs 340nm: compound light absorbance at 340 nm, profiling panel, artefact control, biochemical, MLSMR library, data from PS, PMK, MK assays; compound absorbance at 340 nm, fold over control; fold change at 10 µM; 65,000 tested, under 10 active;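 active means at 10 µM dose, initial 340 nm absorbance at least 2 fold that of control wells; inactive means change under 2 fold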;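 further: initial absorbance extrapolated from kinetic A340 decline of NADH oxidation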
Hsp90 block: tumor Hsp90 inhibitors, primary screen, cell lysate, fluorescence polarization, NCI-N417 lysate; 64,000 tested, 0.35% active; inhibition, % at 30 µM; Cy3B-geldanamycin FP displacement; AID 429, 2006;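 active means inhibition above 50%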;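 further: 0% = tracer plus lysate wells and 100% = tracer alone without lysate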
ROCK2 blocker: inhibitors of human ROCK2 kinase, primary screen, biochemical, high-throughput, luminescence; inhibition, % at 6 µM; Rho-associated protein kinase 2 (Homo sapiens), O75116; purified ROCK2, Kinase-Glo ATP depletion luminescence; 60,000 tested, 0.35% active; AID 604, 2007;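 active means inhibition above the screen-wide mean inhibition plus 3 SD, cut at about 18% in these data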;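 further: plate controls were DMSO wells for no effect and Y-27632 control wells after no-enzyme background subtraction for full effect; many of its hits are not listed in these tables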
Autofluor 339: intrinsic fluorescence of library compounds, ex339/em460 – biochemical, MLSMR library, data from DPM-DC assay, artefact control, profiling panel; AID 709, 2007; 65,000 tested, 5.5% active; compound autofluorescence, ex339/em460 nm, NADH buffer; stronger effect = higher value; 1 = no-compound wells, NADH background; fluorescence fold increase at 10 µM;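 active means at 10 µM, mean starting fluorescence two-fold or more over control wells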;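 further: signal is the first read of a kinetic run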
Her2 expr inh: inhibitors of Her2 protein expression, primary screen, SKBR-3 cells, AlphaScreen, 66K library. Receptor tyrosine-protein kinase erbB-2 (Homo sapiens), P04626. HER2 level % of control, % at 10 µM. SKBR-3 HER2 protein level, 18-24 h; stronger effect = lower value. 65,000 tested, 0.69% active;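 active means HER2 level under 5% of the carrier-only control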;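 further: 100% = DMSO carrier and 0% = 500 nM PU-H71 HSP90 inhibitor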
Target sequence (P04626 whole entry, looked up): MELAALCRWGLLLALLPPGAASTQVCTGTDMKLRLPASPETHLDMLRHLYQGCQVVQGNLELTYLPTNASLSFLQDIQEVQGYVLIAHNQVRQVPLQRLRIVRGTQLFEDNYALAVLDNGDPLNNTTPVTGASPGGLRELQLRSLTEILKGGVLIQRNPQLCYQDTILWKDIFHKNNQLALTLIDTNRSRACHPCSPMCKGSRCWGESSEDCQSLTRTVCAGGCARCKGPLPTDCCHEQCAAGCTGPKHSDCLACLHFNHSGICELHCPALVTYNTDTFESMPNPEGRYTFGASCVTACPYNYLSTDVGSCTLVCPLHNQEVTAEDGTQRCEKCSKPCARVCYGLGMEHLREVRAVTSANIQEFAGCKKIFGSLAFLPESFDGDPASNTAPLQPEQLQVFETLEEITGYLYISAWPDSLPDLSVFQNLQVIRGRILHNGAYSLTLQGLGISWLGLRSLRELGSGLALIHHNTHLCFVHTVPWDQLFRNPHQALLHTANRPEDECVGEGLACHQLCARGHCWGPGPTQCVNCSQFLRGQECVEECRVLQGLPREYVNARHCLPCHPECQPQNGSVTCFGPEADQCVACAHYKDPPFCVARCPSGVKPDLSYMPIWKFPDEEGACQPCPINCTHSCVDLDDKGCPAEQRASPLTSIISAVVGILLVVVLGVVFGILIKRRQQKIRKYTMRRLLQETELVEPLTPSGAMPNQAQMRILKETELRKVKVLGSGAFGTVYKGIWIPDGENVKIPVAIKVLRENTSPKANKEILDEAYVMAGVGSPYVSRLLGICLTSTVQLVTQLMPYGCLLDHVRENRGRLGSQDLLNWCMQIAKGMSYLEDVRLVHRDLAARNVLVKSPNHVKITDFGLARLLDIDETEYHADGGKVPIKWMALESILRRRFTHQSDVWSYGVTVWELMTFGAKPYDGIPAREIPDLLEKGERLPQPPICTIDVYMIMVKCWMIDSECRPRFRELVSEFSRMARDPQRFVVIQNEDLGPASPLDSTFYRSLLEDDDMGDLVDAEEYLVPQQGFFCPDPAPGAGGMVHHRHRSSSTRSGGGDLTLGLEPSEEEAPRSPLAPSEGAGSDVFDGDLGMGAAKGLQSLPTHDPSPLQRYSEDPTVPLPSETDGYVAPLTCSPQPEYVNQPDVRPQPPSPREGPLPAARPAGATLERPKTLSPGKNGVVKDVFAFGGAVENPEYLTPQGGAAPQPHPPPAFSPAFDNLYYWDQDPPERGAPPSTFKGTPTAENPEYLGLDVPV
MKP-1 inh: MKP-1 phosphatase inhibitors, primary screen, biochemical, in vitro | inhibition, %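 (compounds tested at a single concentration somewhere between 10 and 100 µM)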 | 65,000 tested, 0.15% active | Dual specificity protein phosphatase 1 (Homo sapiens), P28562 | recombinant MKP-1, OMFP hydrolysis fluorescence | AID 374, 2006;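 active means inhibition above about 50%, limit read from the data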;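 further: 0% = DMSO max control wells and 100% = wells with enzyme stopped by NaOH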
* hit, by the source's call; / = not tested or not shown; & = joins results of further samples. These rows are one share of the data (hit frequency here may not be typical).

SMILES	Cdc25B block	PKA inh	JNK3 blocker	Abs 340nm	Hsp90 block	ROCK2 blocker	Autofluor 339	Her2 expr inh	MKP-1 inh
CCOc1ccc(C2/C(=C(\O)c3cccc(OC)c3)C(=O)C(=O)N2c2cc(C)on2)cc1OC (stereo not drawn)	12	10	-8	1.1	-3	-2	1.1	88	28
O=C(NCC1CCCO1)c1cccc(-n2cnnn2)c1 (stereo not drawn)	-9	7	13	0.98	0	6	1.1	96	3
O=C(CCN1C(=O)c2ccccc2C1=O)NC1=NCCS1	-16	11	-1	0.82	-6	3	1	131	-3
O=C(CCNS(=O)(=O)c1cccc2nonc12)N1CCN(c2cccc(Cl)c2)CC1	-6	-2	/	1.1	-1	/	1.1	56	23
O=C(c1ccco1)N1CCN(C(=O)c2cnn3c(C(F)(F)F)cc(-c4cccs4)nc23)CC1	-2	1	0	1.1	-9	4	3.6*	112	-12
CCOC(=O)C1CCCN(C(=O)C2CCCN(S(C)(=O)=O)C2)C1 (stereo not drawn)	-12	14	4	0.99	-2	5	1.1	102	-6
COc1ccccc1CNc1n[nH]c(NCc2ccccc2OC)n1	-2	-6	-10	1.1	4	-1	1.1	98	8
COc1ccc(-n2c(Cc3cccn3C)nnc2SCC(=O)Nc2ccc(Cl)cc2)cc1	-3	8	-3	0.97	-1	0	1.1	66	14
COc1ccc(S(=O)(=O)N(C)CC(=O)Nc2ccccc2OC)cc1C	-6	-2	-2	1	-2	1	1.1	89	-1
COCc1cc(=O)[nH]c(Nc2nc3ccccc3o2)n1	14	2	4	1	-4	0	0.98	98	-21
CCN(CC)C(=O)C1CCN(S(=O)(=O)c2ccc3oc4ccccc4c3c2)CC1	-9	5	-8	1	-4	4	1.1	80	26
Cc1ccc2oc(C(=O)NCc3ccc4c(c3)OCO4)c(C)c2c1	8	3	-4	1	-1	5	1.1	78	4
CCOc1ccc(C(C)C)cc1S(=O)(=O)Nc1ccc(Cl)cn1	0	2	2	1	1	2	0.99	75	15
CCOC(=O)c1ccc(S(=O)(=O)N2CCN(CCC#N)CC2)cc1	-5	6	8	1	-2	0	1.1	98	15
CCOC(=O)CNC(=O)CSc1nnc(-c2ccco2)n1N	-8	8	-8	1	-1	2	1.1	91	-1
COC(=O)c1ccc(NC(=O)CSc2nnc(CNc3ccc(F)cc3)n2C)cc1	-5	6	1	1	0	7	1.1	50	26
O=C(CSc1nnc(-c2ccco2)n1Cc1ccccc1)c1ccccc1	-3	4	0	1	-1	4	1.1	103	27
CS(=O)(=O)N1CCCC(C(=O)NCc2ccc(F)cc2Cl)C1 (stereo not drawn)	13	-5	/	1.1	3	/	1.1	111	10
CCOC(=O)c1c(C)[nH]c(C(=O)OCC(=O)N2c3ccccc3CC2C)c1C (stereo not drawn)	-4	11	2	1	-3	6	1.1	123	1
COc1cc(Cl)c(S(=O)(=O)NCCCN2CCOCC2)cc1Cl	-10	10	/	1	0	/	1.1	124	-12
CCCCOc1ccc(/C=c2\sc3ncnn3c2=O)cc1	-9	6	2	1	-3	5	0.99	80	13
Cc1cc2n(n1)C(c1ccsc1)Nc1ccccc1-2 (stereo not drawn)	-6	14	4	1	-4	4	2.4*	90	-24
Cc1nnc(NCCN2CCOCC2)[nH]c1=O	-19	15	-2	1.1	-2	8	1.1	103	-14
CCOC(=O)C1CCCN(C(=O)Cc2c(C(=O)O)[nH]c3ccccc23)C1 (stereo not drawn)	-4	7	/	0.97	/	/	1.1	141	2
Cc1nc2ccccc2c(=O)n1NC(=O)COc1ccccc1	0	-17	-10	1.1	0	-6	1.1	95	9
CCN(CC)C(=O)CSc1nc2ncccc2[nH]1	2	2	1	1	-9	2	1.1	90	2
Cc1c(NC(=O)c2cnn3cccnc23)c(=O)n(-c2ccccc2)n1C	-4	1	-4	1.1	0	6	1.1	103	20
CC(=O)Nc1ccc(NC(=O)c2oc3cc(C)c(C)cc3c2C)cc1	-13	6	-9	1.1	-1	-2	1.2	65	11
Cc1ccc2nc(-c3ccccn3)oc2c1	-1	-10	1	1	3	-21	3*	99	-9
C/C(=N\O)C(=O)NCCCNCCCN(C)C	11	6	0	1	1	6	1	119	-13

Record cards (already shown). Order of values: Cdc25B block	PKA inh	JNK3 blocker	Abs 340nm	Hsp90 block	ROCK2 blocker	Autofluor 339	Her2 expr inh	MKP-1 inh
CC(=O)Nc1ccc(NC(=O)c2oc3cc(C)c(C)cc3c2C)cc1 is entered as -13	6	-9	1.1	-1	-2	1.2	65	11
Cc1ccc2nc(-c3ccccn3)oc2c1 is entered as -1	-10	1	1	3	-21	3*	99	-9
CCN(CC)C(=O)CSc1nc2ncccc2[nH]1 is entered as 2	2	1	1	-9	2	1.1	90	2
CCOC(=O)C1CCCN(C(=O)Cc2c(C(=O)O)[nH]c3ccccc23)C1 (stereo not drawn) is entered as -4	7	/	0.97	/	/	1.1	141	2
Cc1cc2n(n1)C(c1ccsc1)Nc1ccccc1-2 (stereo not drawn) is entered as -6	14	4	1	-4	4	2.4*	90	-24

Later entries:
SMILES	Cdc25B block	PKA inh	JNK3 blocker	Abs 340nm	Hsp90 block	ROCK2 blocker	Autofluor 339	Her2 expr inh	MKP-1 inh
CCOC(=O)c1[nH]c2ccc(OC)cc2c1C	-25	6	11	1	1	8	1.6	104	-3
CC(=O)Nc1ccc(S(=O)(=O)N2CCCCC2c2cccnc2)cc1 (stereo not drawn)	-4	7	-3	0.98	0	4	1.1	54	-34
O=C(CSc1nnnn1-c1ccc2c(c1)OCO2)NCc1ccccc1	-19	8	-7	1	-4	10	1.1	76	14
COC(=O)CN(c1c(C)cccc1C)S(C)(=O)=O	-3	4	5	1	-1	0	1.1	82	2
CC(C)CCOc1ccc(C(=O)O)cc1	27	5	-1	1	4	1	1.1	77	2
COC(=O)C1CCCN1C(=O)C1CCCN1C(=O)CNC(=O)OCc1ccccc1 (stereo not drawn)	-23	4	10	1	-2	1	1.1	70	-7
COc1ccc(C(=O)Nc2cc(OC)cc(OC)c2)cc1	-3	/	/	1	/	/	1.1	84	3
COc1ccc2c(c1)-c1ccccc1S(=O)(=O)N2C(C)=O	-3	10	1	1	-1	4	3.6*	84	-2
COc1ccccc1N1CCN(CC(O)c2ccc3cc[nH]c3c2)CC1 (stereo not drawn)	5	-10	8	0.99	-5	-1	1.1	105	-4
CC(=O)Nc1cc(C(F)(F)F)ccc1N1CCOCC1	-10	11	3	1	-5	5	1.1	87	7
COc1ccc(CC(=O)N2CCCc3ccccc32)cc1OC	-11	-1	2	1	-9	5	1.2	75	-12
CCn1cnc2sc(-c3ccccc3)cc2c1=O	-10	0	-9	1.1	-1	-12	1.3	136	-15
COC(=O)c1cc(Br)c(=O)n(CCC2=CCCCC2)c1	1	8	3	1	-11	3	1.1	90	-12
CCOC(=O)CSc1nccc(N(C)C)c1C#N	2	11	6	1	-5	8	1.1	97	0
CCC(CC)C(=O)Nc1cccc(C(=O)Nc2ccc3c(c2)OCO3)c1	-1	9	7	1.1	16	10	1.1	107	14
Cn1c(C(=O)NCCCN2CCN(c3ccccc3F)CC2)cc2c(=O)n(C)c3ccccc3c21	-8	-9	1	1	-1	3	1.3	62	0
Cc1nn(C(=O)C(C)N2C(=O)c3ccccc3C2=O)c(C)c1Br (stereo not drawn)	-8	-5	-3	1	1	0	1.1	74	-8
COc1cccc(Oc2ccc(N)cc2)c1	-3	8	5	0.98	10	4	1.1	83	2
COCC(=O)Nc1ccccc1NC(C)=O	-1	10	7	1	-2	8	1.1	118	-5
C(=N\n1cnnc1)/c1ccc(N2CCOCC2)cc1	-11	2	-2	1.2	-4	1	1.7	88	8
O=C1CC(C(=O)Nc2ccccc2)N=C(N2CCCCC2)N1 (stereo not drawn)	0	1	4	1.1	5	2	1.1	85	-1
O=C(C1CC2CCC1C2)N1CCN(Cc2ccc3c(c2)OCO3)CC1 (stereo not drawn)	-9	3	-7	0.98	-3	4	1	76	-1
COc1ccccc1NC(=O)N1CCc2[nH]c3ccc(Cl)cc3c2C1	6	5	-5	1	-6	3	1.1	82	22
OCCSc1nncn1/N=C/c1c[nH]c2ccccc12	-8	8	-3	1.1	-4	6	1.1	88	-27
Nc1c(C(=O)N2CCOCC2)sc(=S)n1-c1ccccc1	-1	-1	-3	1.1	0	-2	1.1	95	-2
CSCCC(NC(=O)c1cc(CC(C)C)oc1C)C(=O)O (stereo not drawn)	-12	-7	-1	0.99	-2	5	1.1	78	9
Cc1ccc(OCC(O)CN2CCN(Cc3ccc4c(c3)OCO4)CC2)c(C)c1 (stereo not drawn)	-1	4	2	1	-1	4	1.1	98	8
COc1ccc(OC)c(CN2CCN(C(=O)c3cccs3)CC2)c1	-11	4	6	1	3	6	1.1	92	18
Oc1ccc(-c2nc3cnccn3c2Nc2ccc3c(c2)OCCO3)cc1	-2	-4	-3	1.1	5	2	1.8	105	1
Cn1c(=O)c(=O)n(C)c2cc(S(=O)(=O)NCCc3ccccc3)ccc21	-10	12	-1	1.1	-5	7	1.6	87	-1
Cc1cc2ccccc2n1CCNC(=O)C(C)C	-2	4	-7	1.1	0	1	1.1	86	-8
Cn1c(NCc2ccco2)nc2c1c(=O)n(Cc1ccc(Cl)cc1Cl)c(=O)n2C	1	4	-3	1.1	-5	1	1.1	87	7
Cc1cc(C(=O)NCCC2=CCCCC2)c(C)o1	-5	5	-3	1.1	-22	2	1.1	86	3
Cc1[nH]nc2c1C(CCc1ccccc1)C(C#N)=C(N)O2 (stereo not drawn)	-22	5	4	1	-2	7	1.1	80	-12
O=C(NCc1cccnc1)C1CC(=O)N(c2ccc(Cl)cc2)C1 (stereo not drawn)	-2	8	-4	1	-3	6	1.1	91	24
CC(=O)Cc1nsc(NC(=O)c2ccc(COc3ccccc3)o2)n1	3	2	-3	1.1	-3	1	1	105	-36
CCOCCn1c(CN(C)Cc2ccccc2)nc2c1c(=O)n(C)c(=O)n2C	-3	4	3	1	-4	5	1.1	88	15
OC(COc1cccc(OCC(O)CN2CCOCC2)c1)CN1CCOCC1 (stereo not drawn)	-13&-17	9	4	1&0.99	-3	8	1.1&1.1	114&83	1&6
CN1CCCc2cc3c(C(F)(F)F)cc(=O)oc3nc21	-11	-4	2	1	-4	-4	2.2*	98	10
Cc1ccc(OCC(=O)Nc2cc(-c3nn4c(C)nnc4s3)ccc2C)cc1	4	11	-2	1	-4	-1	1.1	84	16
C#CC(C)(C)NC(=O)c1ccccc1OC	-5	13	3	0.99	-2	9	1.1	91	-15
COc1ccc(S(=O)(=O)N(C)CC(=O)NC2CCCC2)cc1Cl	2	4	-3	1	-10	4	1.1	73	-6
CSc1nc(-c2ccccc2)nc2[nH]ccc(=O)c12	-7	9	12	1.1	-5	8	1.1	70	9
CN1C(=O)c2ccccc2C(C(=O)NCCCN2CCCC2)C1c1c[nH]c2ccccc12 (stereo not drawn)	2	2	/	1	-5	/	1.1	89	-8
Cc1ccc(-c2csc3nnc(SCC(=O)Nc4nsc(-c5ccccc5)n4)n23)cc1	-7	5	-2	1	0	0	1.1	101	7
CC(=O)N1CCN(C(=S)c2ccc(N(C)C)cc2)CC1	2	7	-4	1.1	-2	4	1.1	73	5
COc1ccc(S(=O)(=O)Nc2ccc3c(c2)OCO3)cc1OC	-10	2	-3	0.98	51*	2	1.1	88	-9
Cc1cc(C)nc(NC(=O)CN2C(=O)c3ccccc3C2=O)n1	-13	7	3	1	0	7	1.1	145	5

High-throughput results deposited in PubChem by several laboratories.
